Compound activity as filed in PubChem BioAssay.
Growth percent in the NCI-60 one-dose screen (48 h, 10 µM unless noted): 100 = growth as untreated, 0 = no growth, -100 = all killed.
A498: A498 renal cancer cells | 76,000 compounds, 5.4% hits
HCT-116: HCT-116 colon cancer; AID 1794798; 82,000 compounds, 7.3% hits
HCC-2998: HCC-2998 colon cancer | AID 1794799 | 79,000 compounds, 4.7% hits
SNB-75: SNB-75 CNS cancer; 79,000 compounds, 5% hits; AID 1794750
SW-620: SW-620 colon cancer. 82,000 compounds, 5.2% hits
COLO 205: COLO 205 colon cancer | AID 1794742 | 79,000 compounds, 7.3% hits
HT29: HT29 colon cancer. 81,000 compounds, 7.4% hits. AID 1794748
HCT-15: HCT-15 colon cancer; 82,000 compounds, 5.2% hits
KM12: KM12 colon cancer cells. 82,000 compounds, 5% hits
The depositor's hits bear a star; & = joins results of further samples. The calls were made as follows: active = growth percent below 10; inactive = the rest.

Sample of the layout (9 entries):
Results for COc1ccc(-c2nn(-c3cccc(Cl)c3)cc2-c2cc(-c3ccccc3)nc(N)c2C#N)cc1 ?
HCT-116: 54; HCC-2998: 87; SNB-75: 94; SW-620: 88; COLO 205: 106; HT29: 89; HCT-15: 84; KM12: 73

Results for O=C(/C=C/c1cn(-c2ccccc2)nc1-c1ccccc1)NNC(=O)Nc1ccc(F)cc1 ?
A498: 89; HCT-116: 96; HCC-2998: 104; SNB-75: 101; SW-620: 103; COLO 205: 111; HT29: 111; HCT-15: 98; KM12: 104

How did O=C(Nc1ccc2ncnc(Nc3cccc(C(F)(F)F)c3)c2c1)c1ccccc1 do in these assays?
A498: 79; HCT-116: 67; HCC-2998: 94; SNB-75: 92; SW-620: 91; COLO 205: 101; HT29: 82; HCT-15: 67; KM12: 76

How did CCOC(=O)c1cc(OCC)nc(SC)n1 do in these assays?
A498: 115; HCT-116: 92; HCC-2998: 103; SNB-75: 89; SW-620: 109; COLO 205: 113; HT29: 99; HCT-15: 104; KM12: 98

What do the screens show for `COc1ccc(Br)c(C=O)c1OS(=O)(=O)c1ccc(C)cc1`?
A498: 84; HCT-116: 104; HCC-2998: 105; SNB-75: 82; SW-620: 100; COLO 205: 112; HT29: 106; HCT-15: 95; KM12: 99

How did Cc1cc(C)on1 do in these assays?
A498: 121; HCT-116: 110; HCC-2998: 94; SNB-75: 101; SW-620: 110; COLO 205: 112; HT29: 107; HCT-15: 105

Results for O=C(N/N=C\c1ccccc1S(=O)(=O)O)N/N=C/c1ccccc1S(=O)(=O)O ?
A498: 101; HCT-116: 106; HCC-2998: 104; SNB-75: 96; SW-620: 92; COLO 205: 106; HT29: 105; HCT-15: 104; KM12: 94

What do the screens show for `O=C(CCCN1C(=O)c2ccccc2C1=O)Nc1nc2ccccc2[nH]1`?
A498: 96; HCT-116: 102; HCC-2998: 97; SNB-75: 92; SW-620: 96; COLO 205: 87; HT29: 112; HCT-15: 87; KM12: 118

Results for O=c1cc(-c2nc3cc(Cl)c(F)cc3s2)c2ccc(Cl)cc2o1 ?
A498: 79; HCT-116: 93; SNB-75: 99; SW-620: 112; COLO 205: 107; HT29: 101; HCT-15: 95; KM12: 97

This part in full, from the first entry:
Results for COc1ccc(-c2nn(-c3cccc(Cl)c3)cc2-c2cc(-c3ccccc3)nc(N)c2C#N)cc1 ?
HCT-116: 54; HCC-2998: 87; SNB-75: 94; SW-620: 88; COLO 205: 106; HT29: 89; HCT-15: 84; KM12: 73

Results for O=C(/C=C/c1cn(-c2ccccc2)nc1-c1ccccc1)NNC(=O)Nc1ccc(F)cc1 ?
A498: 89; HCT-116: 96; HCC-2998: 104; SNB-75: 101; SW-620: 103; COLO 205: 111; HT29: 111; HCT-15: 98; KM12: 104

How did O=C(Nc1ccc2ncnc(Nc3cccc(C(F)(F)F)c3)c2c1)c1ccccc1 do in these assays?
A498: 79; HCT-116: 67; HCC-2998: 94; SNB-75: 92; SW-620: 91; COLO 205: 101; HT29: 82; HCT-15: 67; KM12: 76

How did CCOC(=O)c1cc(OCC)nc(SC)n1 do in these assays?
A498: 115; HCT-116: 92; HCC-2998: 103; SNB-75: 89; SW-620: 109; COLO 205: 113; HT29: 99; HCT-15: 104; KM12: 98

What do the screens show for `COc1ccc(Br)c(C=O)c1OS(=O)(=O)c1ccc(C)cc1`?
A498: 84; HCT-116: 104; HCC-2998: 105; SNB-75: 82; SW-620: 100; COLO 205: 112; HT29: 106; HCT-15: 95; KM12: 99

How did Cc1cc(C)on1 do in these assays?
A498: 121; HCT-116: 110; HCC-2998: 94; SNB-75: 101; SW-620: 110; COLO 205: 112; HT29: 107; HCT-15: 105

Results for O=C(N/N=C\c1ccccc1S(=O)(=O)O)N/N=C/c1ccccc1S(=O)(=O)O ?
A498: 101; HCT-116: 106; HCC-2998: 104; SNB-75: 96; SW-620: 92; COLO 205: 106; HT29: 105; HCT-15: 104; KM12: 94

What do the screens show for `O=C(CCCN1C(=O)c2ccccc2C1=O)Nc1nc2ccccc2[nH]1`?
A498: 96; HCT-116: 102; HCC-2998: 97; SNB-75: 92; SW-620: 96; COLO 205: 87; HT29: 112; HCT-15: 87; KM12: 118

Results for O=c1cc(-c2nc3cc(Cl)c(F)cc3s2)c2ccc(Cl)cc2o1 ?
A498: 79; HCT-116: 93; SNB-75: 99; SW-620: 112; COLO 205: 107; HT29: 101; HCT-15: 95; KM12: 97

What do the screens show for `ClCCOC1CC2CCC1C2` (configuration not stated)?
A498: 97; HCT-116: 102; HCC-2998: 109; SNB-75: 99; SW-620: 107; COLO 205: 108; HT29: 107; HCT-15: 112; KM12: 108

How did CC/C=C\C/C=C/C=C1/C(=O)C=C[C@@H]1C/C=C\CCCC(=O)OC do in these assays?
A498: 109; HCT-116: -76*; HCC-2998: 62; SNB-75: 93; SW-620: -14*; COLO 205: 14; HT29: 2.2*; HCT-15: 4.1*; KM12: 20

What do the screens show for `COC(=O)[C@]12CC[C@@H](C)[C@H](C)[C@@H]1C1=CC[C@@H]3[C@@]4(C)C(C#N)=C[C@@](C)(CO)[C@@H]4[C@H](O)C[C@@]3(C)[C@]1(C)CC2`?
HCT-116: 54; HCC-2998: 72; SNB-75: 76; SW-620: 88; COLO 205: 68; HT29: 54; HCT-15: 58; KM12: 54

Results for O=C(Nc1ccccc1)Oc1c(Cl)c(Cl)c(Cl)c(Cl)c1Cl ?
A498: 77&96; HCT-116: 101&105; HCC-2998: 108&112; SNB-75: 77&93; SW-620: 102&101; COLO 205: 106&98; HT29: 97&104; HCT-15: 100&102; KM12: 98&100

What do the screens show for `COc1cc2oc(-c3ccc(NC(=O)c4ccccc4Br)cc3)cc(=O)c2c(OC)c1OC`?
A498: 65; HCT-116: 63; HCC-2998: 96; SNB-75: 99; SW-620: 100; HT29: 69; HCT-15: 57; KM12: 68

How did O=C(N[C@H]1C(O)[C@H](O)C(CO)O[C@H]1O)NS(=O)(=O)c1ccccc1Cl (some centres not stated) do in these assays?
A498: 95; HCT-116: 104; HCC-2998: 106; SNB-75: 91; SW-620: 110; COLO 205: 116; HT29: 121; HCT-15: 104; KM12: 111

How did Cc1ccc(-c2nn(CC(=O)N3CCCCC3)c(N)c2C#N)cc1 do in these assays?
A498: 76; HCT-116: 99; HCC-2998: 97; SNB-75: 97; SW-620: 105; COLO 205: 113; HT29: 108; HCT-15: 107; KM12: 111

How did CCOC(=O)COc1ccc2c(c1)O/C(=C\c1ccc(O)cc1)C2=O do in these assays?
A498: 89; HCT-116: 105; HCC-2998: 111; SNB-75: 88; SW-620: 104; COLO 205: 115; HT29: 108; HCT-15: 101; KM12: 110

How did O=C(CNC(=O)c1nc(-c2ccccc2)n(-c2ccccc2)n1)NO do in these assays?
A498: 91; HCT-116: 99; SNB-75: 96; SW-620: 100; COLO 205: 103; HT29: 100; HCT-15: 98; KM12: 99

How did COc1ccc(Cc2ccc(O)cc2)cc1 do in these assays?
A498: 119; HCT-116: 106; HCC-2998: 122; SNB-75: 78; SW-620: 116; COLO 205: 113; HT29: 108; HCT-15: 104; KM12: 104

What do the screens show for `COc1cccc(-c2nc3occn3c2-c2ccnc(NCCNS(=O)(=O)c3ccc(F)cc3)n2)c1`?
HCT-116: 84; HCC-2998: 124; SNB-75: 103; SW-620: 121; COLO 205: 49; HT29: 45; HCT-15: 77; KM12: 83

What do the screens show for `CCCCCCCCCCCCCCCCCCOc1cccc(CC(=O)OCC[N+](C)(C)C)c1`?
A498: 108; HCT-116: 87; HCC-2998: 92; SNB-75: 108; SW-620: 96; COLO 205: 102; HT29: 90; HCT-15: 91; KM12: 97

Results for COc1ccc(-n2nc(C(=O)NCc3ccccc3C)nc2-c2cc(OC)c(OC)c(OC)c2)cc1OC ?
A498: 76; HCT-116: 95; HCC-2998: 114; SNB-75: 59; SW-620: 104; COLO 205: 89; HT29: 97; HCT-15: 93; KM12: 97

Results for CN(C)c1ccc(/C=C2\C(=O)Nc3ccc(Cl)cc32)s1 ?
A498: 99; HCT-116: 91; HCC-2998: 116; SNB-75: 85; SW-620: 105; COLO 205: 106; HT29: 99; HCT-15: 69; KM12: 38

How did O=c1c2c3c(sc2n2cnnc2n1Cc1ccccc1)CCCC3 do in these assays?
A498: 92; HCT-116: 122; HCC-2998: 105; SNB-75: 111; SW-620: 113; COLO 205: 83; HT29: 100; HCT-15: 93; KM12: 113

How did CCOC(=O)c1cnc2cccc(C(=O)OCC)c2c1-c1ccccc1 do in these assays?
A498: 87; HCT-116: 99; HCC-2998: 86; SNB-75: 79; SW-620: 102; COLO 205: 94; HT29: 97; HCT-15: 97; KM12: 98

What do the screens show for `Cc1ccc(C(=O)c2c(N)c(C#N)cn2-c2ccc(Cl)cc2Cl)cc1`?
HCT-116: 75; HCC-2998: 105; SW-620: 87; COLO 205: 100; HT29: 94; HCT-15: 91; KM12: 96

Results for COc1ccc(-c2ccc(/C=N/NC(=O)c3[nH]c4ccc(Br)cc4c3-c3ccccc3)s2)cc1 ?
A498: 131; HCT-116: 37; HCC-2998: 112; SNB-75: 88; SW-620: 45; COLO 205: 98; HT29: 84; HCT-15: 68; KM12: 85

What do the screens show for `COc1ccc(/C=C2\CC/C(=C\c3ccc(OC)cc3)C2=O)cc1`?
A498: 59&101; HCT-116: 100&104; HCC-2998: 102&117; SNB-75: 101&100; SW-620: 103&100; COLO 205: 107; HT29: 98&102; HCT-15: 102&104; KM12: 103&101

Results for CC(C)OCCOCCO ?
A498: 123; HCT-116: 102; HCC-2998: 112; SNB-75: 91; SW-620: 111; COLO 205: 105; HT29: 96; HCT-15: 115; KM12: 107

What do the screens show for `O=C1CSC(=S)N1/N=C/c1ccc2c(c1)OCO2`?
A498: 97; HCT-116: 98; HCC-2998: 97; SNB-75: 95; SW-620: 103; COLO 205: 97; HT29: 99; HCT-15: 99; KM12: 107

What do the screens show for `O=C(CC1Sc2ccccc2NC1=O)NNc1ccc(F)cc1` (configuration not stated)?
A498: 92; HCT-116: 72; HCC-2998: 64; SNB-75: 73; SW-620: 106; HT29: 99; HCT-15: 60; KM12: 77

How did O=c1cc(O)n2ncnc2[nH]1 do in these assays?
HCT-116: 99; HCC-2998: 102; SNB-75: 85; SW-620: 110; COLO 205: 108; HT29: 97; HCT-15: 108; KM12: 113

How did Cc1ccc(C(=O)N=c2n(-c3ccc(C)cc3)nc3n2CCN3C2=NCCN2C(=O)c2ccc(C)cc2)cc1 do in these assays?
A498: 84; HCT-116: 103; HCC-2998: 85; SNB-75: 71; SW-620: 84; COLO 205: 80; HT29: 39; HCT-15: 71; KM12: 75

Results for Cn1cnc2c(N(CCO)CCO)ncnc21 ?
A498: 73; HCT-116: 103; HCC-2998: 99; SNB-75: 98; SW-620: 102; COLO 205: 101; HT29: 100; HCT-15: 105; KM12: 100

How did CC1[C@@H]([C@@H]2C[C@H]2c2ccccc2)[C@@H]1CCO (some centres not stated) do in these assays?
A498: 97; HCT-116: 95; HCC-2998: 106; SNB-75: 90; SW-620: 100; COLO 205: 100; HT29: 93; HCT-15: 98; KM12: 102

Results for O=C(NO)c1ccc(-c2nc3ccc4[nH]ncc4c3c3c2CCCC3)cc1 ?
A498: -49*; HCT-116: 2.9*; HCC-2998: -67*; SNB-75: -77*; SW-620: 1.8*; COLO 205: -20*; HT29: 6.1*; HCT-15: -11*; KM12: -28*

What do the screens show for `COc1ccc2c(c1)CC[C@@H]1[C@@H]2CC[C@]2(C)C3C(=CC(COC(C)=O)C4C(=O)N(c5ccc(Cl)cc5)C(=O)C43)C[C@@H]12` (some centres not stated)?
A498: 108; HCT-116: 85; HCC-2998: 93; SNB-75: 91; SW-620: 104; COLO 205: 118; HT29: 90; HCT-15: 94; KM12: 102

Results for Cc1nn(-c2ccccc2)c(N2CCCCC2)c1/C=N/N=c1\sc2ccccc2n1C ?
HCT-116: 62; HCC-2998: 114; SNB-75: 103; SW-620: 99; COLO 205: 94; HT29: 94; HCT-15: 64; KM12: 99

What do the screens show for `Cn1cncc1CC1COC(=O)C1C(O)c1ccccc1` (configuration not stated)?
A498: 106; HCT-116: 102; HCC-2998: 73; SNB-75: 86; SW-620: 114; COLO 205: 111; HT29: 106; HCT-15: 99; KM12: 106

What do the screens show for `Brc1ccc(/C=N/Nc2nc3ccccc3s2)cc1`?
A498: 131; HCT-116: 100; HCC-2998: 113; SNB-75: 103; SW-620: 106; COLO 205: 101; HT29: 116; HCT-15: 95; KM12: 102
